# D1 antagonist = Antagonist of Human D 1 Dopamine Receptor: qHTS | HEK293 TREx D1 cells, calcium flux, dopamine EC80; active compounds read low | activity change, negative = inhibition, % at 10 µM | actives 3.2% (n = 360,000); in the data active = activity change below about -30%; also: % is scaled to controls: 0 for no effect and ±100 for the full control effect
# Target sequence (P21728 whole entry, looked up): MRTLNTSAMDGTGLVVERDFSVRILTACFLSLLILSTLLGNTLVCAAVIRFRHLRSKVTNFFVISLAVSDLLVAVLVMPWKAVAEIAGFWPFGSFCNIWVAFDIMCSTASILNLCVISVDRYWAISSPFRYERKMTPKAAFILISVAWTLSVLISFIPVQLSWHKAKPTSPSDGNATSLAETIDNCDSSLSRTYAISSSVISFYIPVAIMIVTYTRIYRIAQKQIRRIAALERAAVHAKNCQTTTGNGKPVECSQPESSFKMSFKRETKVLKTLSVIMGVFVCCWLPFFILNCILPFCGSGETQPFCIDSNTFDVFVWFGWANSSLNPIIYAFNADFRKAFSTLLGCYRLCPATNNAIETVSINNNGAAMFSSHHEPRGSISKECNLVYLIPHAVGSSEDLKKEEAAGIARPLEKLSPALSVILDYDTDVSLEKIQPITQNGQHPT
#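 HEK293 T-REx cells expressing inducible, force-coupled D1 receptor; no-wash Ca dye, 30–90 min RT. Cmpd → 180 s read at 1 Hz → EC80 DA → 180 s read.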
# TRHR enhancer = qHTS for Small Molecule Agonists and Allosteric Enhancers of Human TRH Receptor: Primary Screen for Enhancers. actives 0.66% (n = 360,000). Thyrotropin-releasing hormone receptor (Homo sapiens), P34981. enhancement, % at 2 µM. TRHR cells, fluo-8 calcium fluorescence, EC20 TRH enhancement; in the data active = enhancement above about 30%; also: 0% is about no effect
#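 TRHR-expressing cells loaded with fluo-8 calcium dye were read kinetically (ex 480/em 530) during compound addition, then stimulated with an EC20 of TRH (10 nM final). Enhancement of the Gq-mediated intracellular calcium response was scored.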
# D1 agonist = Allosteric Agonists of the Human D1 Dopamine Receptor: qHTS; D(1A) dopamine receptor (Homo sapiens), P21728; HEK293 T-REx D1 cells, calcium flux, agonist mode; activation, % at 2 µM; actives 1% (n = 360,000); AID 504660, 2011; also: 0% is about no effect
#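 Tetracycline-induced HEK293 TREx D1 cells, force-coupled to calcium signalling, were dye-loaded with a no-wash calcium kit. Compound was pin-added after a 10 s baseline. Fluorescence was read kinetically at 1 cycle/s for 180 s, with calcium rises flagged as agonism.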
# RXFP1 antagonist = qHTS Assay for Antagonists of the Relaxin Receptor RXFP1. Relaxin receptor 1 (Homo sapiens), Q9HBX9. HEK293-RXFP1, relaxin-stimulated cAMP HTRF, 30 min; active compounds read low. activity change, negative = inhibition, % at 57.5 µM. actives 0.59% (n = 350,000). AID 1259400, 2018;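 active = activity change of -60% or lower, but not beyond a set lower limit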; also: % is scaled to controls: 0 for no effect and ±100 for the full control effect
# D1 potentiator = Potentiators of Human D1 Dopamine Receptor: qHTS; HEK293 TREx D1 cells, calcium flux, dopamine EC20 potentiation; actives 0.036% (n = 360,000); potentiation, % at 10 µM; in the data active = potentiation above about 30%; also: 0% is about no effect
# D2 PAM = HTS Assay for Positive Allosteric Modulators of the Human D2 Dopamine Receptor: Primary Screen for Potentiators; actives 0.34% (n = 340,000); AID 485347, 2010; D(2) dopamine receptor (Homo sapiens), P14416; potentiation, % at 10 µM; HEK293 T-REx D2, calcium flux, EC20 dopamine potentiation;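 active = potentiation over 3 SD above the plate norm, cut at about 30% in these data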; also: 0% is about no effect
# Target sequence (P14416 whole entry, looked up): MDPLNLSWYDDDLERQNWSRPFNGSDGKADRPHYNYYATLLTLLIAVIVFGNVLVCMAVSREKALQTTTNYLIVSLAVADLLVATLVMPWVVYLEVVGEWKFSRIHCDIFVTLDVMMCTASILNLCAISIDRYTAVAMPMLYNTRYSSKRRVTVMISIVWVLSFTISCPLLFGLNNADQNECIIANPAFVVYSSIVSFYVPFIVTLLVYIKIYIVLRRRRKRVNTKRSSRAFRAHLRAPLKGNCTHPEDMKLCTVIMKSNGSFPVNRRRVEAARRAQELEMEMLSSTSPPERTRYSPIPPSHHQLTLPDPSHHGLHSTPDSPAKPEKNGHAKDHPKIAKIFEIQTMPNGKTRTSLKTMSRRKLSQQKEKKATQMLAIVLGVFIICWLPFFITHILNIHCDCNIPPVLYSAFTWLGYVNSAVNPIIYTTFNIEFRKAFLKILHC
#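 Primary screen. Calcium kinetics in induced HEK293 T-REx D2 cells: compound pre-addition 180 s, EC20 dopamine, 180 s more.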
# D2 antag = HTS Assay for Allosteric Antagonists of the Human D2 Dopamine Receptor: Primary Screen for Antagonists; HEK293 TREx D2 cells, calcium flux, dopamine EC80; AID 485344, 2010; D(2) dopamine receptor (Homo sapiens), P14416; inhibition, % at 10 µM; actives 2% (n = 340,000); in the data active = inhibition above about 30%; also: 0% is about no effect
#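 Compounds are added to dye-loaded, induced HEK293 T-REx cells coupled to calcium release via D2; after a 3 min kinetic read an EC80 dopamine stimulus is given and fluorescence is recorded for 3 more min.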
# D2 agonist = HTS Assay for Allosteric Agonists of the Human D2 Dopamine Receptor: Primary Screen for Agonists. AID 485358, 2010. D(2) dopamine receptor (Homo sapiens), P14416. HEK293 T-REx D2 cells, calcium flux agonist mode. actives 0.53% (n = 340,000). activation, % at 2 µM;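 active = activation over 3 SD above normal in the single-dose calcium agonist read, cut at about 30% in these data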; also: 0% is about no effect
#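 Calcium-flux readout, 1 cycle/sec over 180 s following compound pin transfer, in inducible HEK293 Trex D2 cells (force-coupled); dopamine controls included. Positive calcium responses during this window marked compounds as potential agonists.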
# TRHR ag = qHTS for Small Molecule Agonists and Allosteric Enhancers of Human TRH Receptor: Primary Screen for Agonists; Thyrotropin-releasing hormone receptor (Homo sapiens), P34981; TRHR cells, calcium flux fluo-8, FDSS agonist mode; activation, % at 2 µM; actives 0.18% (n = 360,000); also: 0% is about no effect
#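 Read-out: compound-evoked intracellular calcium rise in TRHR cells, fluo-8 dye, kinetic FDSS fluorescence at 1 s/cycle following a 10-cycle baseline. Cells cultured overnight before dye loading (30 min–1.5 h, RT).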
# The depositor's hits bear a star; . = no result given; & = joins results of further samples; ! = a repeat was not active. Rule as the data show it, unless noted: active = activation above about 30%; inactive = the rest.
entry	SMILES	D1 antagonist	TRHR enhancer	D1 agonist	RXFP1 antagonist	D1 potentiator	D2 PAM	D2 antag	D2 agonist	TRHR ag
1	CSc1ccc(CN2CCN(C(=O)CC(C)C)CC2)cc1	-10.3	-4.8	4.2	-63.3*	-18.2	-4.9	-2.0	0.1	0.0
2	COc1ccc(N(C)S(=O)(=O)c2cccc(C(=O)NCc3ccc4c(c3)OCO4)c2)cc1	11.0	-2.8	4.2	9.9	-1.8	-2.2	6.9	-0.2	-0.6
3	CCN(CC)CCNC(=O)CCN1N=C(c2ccccc2)CCC1=O	-0.8	-0.8	1.4	-0.2	1.1	9.8	-16.3	1.7	0.3
4	CCOc1ccc(OCCCC(=O)N2CCN(S(=O)(=O)c3ccc(Cl)cc3)CC2)cc1	1.1	-6.2	5.7	-8.1	-2.9	-6.5	17.1	4.8	0.5
5	O=C(CSC1CC(=O)N(CCc2ccccc2)C1=O)Nc1ccc(Br)cc1 (stereo not drawn)	-2.7	0.1	4.6	-0.1	-4.1	0.8	-15.9	0.1	0.1
6	S=C(NCC1CCCO1)NC1CCCCC1 (stereo not drawn)	4.9	4.4	6.0	2.8	0.1	-1.5	2.2	-1.7	-1.0
7	CCOC(=O)C1=C(C)NC(=O)NC1c1ccoc1 (stereo not drawn)	14.4	1.5	-0.9	-1.5	3.0	-1.1	-9.4	0.1	-0.3
8	COc1ccc(-c2[nH]ncc2CNCC(C)(C)N2CCOCC2)cc1F	-1.7	16.1	0.2	1.7	-2.0	13.2	5.3	0.2	-0.4
9	COc1cc(NC(=O)C(CC(C)C)NS(=O)(=O)c2ccc3c(c2)CCN3C(C)=O)cc(OC)c1 (stereo not drawn)	-16.1	0.3	1.7	-5.2	2.0	-15.8	.	-0.3	-0.8
10	COc1ccc(C(=O)NC(=S)Nc2ccc(Cc3ccncc3)cc2)cc1	.	-5.3	9.2	-7.1	-6.4	-1.4	-8.6	-0.7	0.4
11	COc1cc(C(=O)O/N=C2/C=CC(=O)C(C)=C2C)cc(OC)c1OC	-9.2	15.0	4.0	-2.9	4.7	0.0	5.4	0.3	0.0
12	O=C(COC(=O)CCC(=O)c1ccc(Cl)cc1)NC1CC1	4.8	2.2	4.4	5.4	-1.4	6.4	14.0	-2.2	0.1
13	Cc1ccc(NC(=O)c2c(C(F)(F)F)nn(C)c2Cl)cc1C	-14.6	5.0	0.7	-2.1	0.8	12.4	-2.5	0.0	-0.3
14	COc1ccc(C(=O)N2CCC(C(=O)Nc3ccc(OC)cc3OC)CC2)cc1	-16.3	-0.7	-1.0	-8.7	-2.4	-8.5	.	-0.3	0.0
15	COc1ccccc1OCCn1nnc2ccccc21	0.3	-3.1	1.3	12.8	2.6	4.0	-14.3	-0.4	-0.7
16	C=C(C)CSc1cc(C)nc2c(-c3ccccc3)c(C)nn12	4.4	-4.0	8.6	-3.4	0.1	-3.6	14.5	-0.4	0.4
17	Cc1ccc(C)c(OCCCC(=O)Nc2ccc(N3CCOCC3)cc2)c1	-6.2	-1.3	4.3	.	-9.1	7.5	-0.2	-1.5	-2.0
18	COC(=O)C(c1cc(OC)c(O)c(OC)c1)(N1CCNC(C)C1)C(F)(F)F (stereo not drawn)	3.8	-1.0	0.9	-6.1	-0.7	13.7	3.8	0.8	2.2
19	Nc1nc(-c2cccc(Br)c2)cs1	-11.9	6.4	2.4	-14.3	-0.8	3.8	-4.1	-0.1	0.7
20	O=C(CCC(=O)N1CCN(c2ccccc2F)CC1)N1CCN(c2ccc(F)cc2)CC1	-13.6	0.9	3.8	-7.5	-1.1	4.6	-9.8	0.3	-0.3
21	Cc1ccc(NCc2nc3ccccc3n2CCOc2ccccc2)cc1	9.5&-2.0	1.4&-2.2	0.0&0.7	-62.0*!	-0.1&4.3	9.1&5.3	8.0	0.0&1.5	-0.3&0.6
22	COCCC1CCCCN1C(=O)c1cc(COc2ccc(C)nc2)on1 (stereo not drawn)	-2.0	-6.9	12.1	-4.5	-0.7	1.6	-15.6	0.6	0.1
23	Cc1sc2ncnc(N3CCC(C(=O)Nc4ccc(Br)cc4Br)CC3)c2c1C	13.8	-3.2	1.0	-0.5	0.7	-3.9	-13.8	-0.1	0.1
24	Cc1oc(C(=O)O)cc1COc1ccc2c3c(c(=O)oc2c1)CCC3	1.3	14.2	1.0	-11.0	-2.7	14.4	-16.8	-0.3	0.8
25	Cc1cc(C)c2c(=O)cc(C(F)(F)F)oc2n1	.	1.5	-0.2	-4.3	-5.3	14.2	13.0	-0.3	0.4
26	CS(=O)(=O)N1CCC(C(=O)Nc2ccc(Cl)c(C(F)(F)F)c2)CC1	-16.3	8.4	11.0	17.2	-5.8	-8.1	-21.7	1.5	0.2
27	COc1ccc(OC)c(NC(=O)C2CCCN(S(=O)(=O)c3ccc4c(c3)CCCC(=O)N4)C2)c1 (stereo not drawn)	-38.1*	-2.8	1.2	.	-6.2	-3.8	.	.	-1.5
28	CC(=O)Nc1cccc(NC(=O)CSc2nc(C3CC3)nc3ccccc23)c1	-8.0	11.1	1.4	13.3	-0.3	-6.6	34.2*	0.0	-0.2
29	CC(C(=O)Nc1ccccc1-c1ccccc1)N1CCN(Cc2ccccc2)CC1 (stereo not drawn)	8.3	2.4	2.1	-28.3	-3.7	-14.0	-16.0	-4.3	0.2
30	Cc1ccc(S(=O)(=O)NCC(=O)N(CC(=O)NC(C)(C)C)Cc2cccs2)cc1	-2.4	12.0	-1.0	-12.3	-7.3	4.4	-0.4	0.3	-0.1

entry	SMILES	D1 antagonist	TRHR enhancer	D1 agonist	RXFP1 antagonist	D1 potentiator	D2 PAM	D2 antag	D2 agonist	TRHR ag
31	CCOC(=O)C1CCN(C(=O)c2cc(COc3ccc(F)cc3F)on2)CC1	0.1	-0.6	3.2	-5.8	6.5	-15.3	-2.8	-0.6	2.3
32	CN(CC(=O)Nc1ccc(F)c(F)c1F)C(=O)C1CC(=O)N(c2ccc3c(c2)OCCO3)C1 (stereo not drawn)	-8.7	0.4	3.2	-3.5	-3.5	-7.0	-3.4	-0.1	-0.3
33	COc1cc(NS(=O)(=O)c2ccc3ccccc3c2)c2ncccc2c1	5.7	-7.2	12.9	-14.0	-1.9	2.8	-9.4	1.4	0.4
34	Cc1ccc(-c2n[nH]c(=S)n2/N=C/c2ccc(C)s2)cc1	2.0	-2.9	0.8	13.5	0.7	-4.4	24.2	0.1	1.0
35	CS(=O)(=O)N(CC(=O)Nc1cccc(F)c1)Cc1ccccc1	-11.7	-1.7	2.4	-3.0	-21.2	-0.2	-1.6	0.7	0.0
36	O=C(CNS(=O)(=O)c1ccc(Br)s1)N1CCN(c2ccc(F)cc2)CC1	-51.4*!	10.0&-8.2	4.7&4.5	-10.1	-6.7&-0.2	-1.5	-9.0	-3.3&0.3	-0.8&-1.3
37	COc1ccc(NC(=O)Nc2ccc(OCc3ccccc3)cc2)cn1	0.0	10.5	3.2	-11.0	-6.3	4.9	-15.7	-0.7	-1.3
38	CCOc1ccc(NC(=O)CCNS(=O)(=O)c2ccc3c(c2)CCC(=O)N3)cc1	-2.2	4.0	1.8	-2.4	1.1	14.5	-2.4	-0.6	0.4
39	Cc1ccc(CN=c2c([N+](=O)[O-])nn(-c3ccc(Cl)cc3)n2O)cc1	-24.6	3.3	-0.3	-0.9	-0.9	1.7	11.3	-1.2	-0.1
40	Cc1c(F)cccc1NS(=O)(=O)c1cccs1	-8.8	-1.7	3.6	8.5	5.5	-5.9	.	0.2	-0.8
41	COc1ccccc1/C=N/OCc1cc(C(C)=O)ccc1OC	6.2	55.7*	6.0	-7.9	-3.5	5.3	-11.1	0.7	0.3
42	CCCc1cc(=O)[nH]c(SCc2csc(-c3ccccc3)n2)n1	-3.1	5.0	2.0	0.1	5.4	-25.9	22.1	1.0	-0.5
43	COc1cccc(CN2CC(C(=O)NCc3ncc(C)[nH]3)CCC2=O)c1 (stereo not drawn)	11.3	-3.1	3.5	-1.4	2.0	-4.5	-0.4	-0.2	0.4
44	O=C(c1cccc([N+](=O)[O-])c1)N1CCN(CCc2ccncc2)CC1	-4.6	-3.6	-1.7	.	-0.3	8.4	.	0.6	0.4
45	COCCn1c(C)cc(O)c(C(c2ccccc2Cl)N2CCCCC2)c1=O (stereo not drawn)	-6.4	2.2	1.6	-6.1	-0.6	-2.9	.	-0.3	-0.3
46	COc1cc(/C=C2/C(=O)N(c3cccc(Br)c3)N=C2C)cc(OC)c1O	9.7	-5.3	9.6	-6.3	4.5	-3.7	9.2	-0.2	1.4
47	COc1cc(/C=C2/C(=O)N(c3ccccc3)N=C2C)ccc1OS(=O)(=O)c1ccccc1	-8.8	-2.4	0.6	.	-3.9	-0.1	12.6	-0.3	0.7
48	Nc1ncc(-c2cc3ccccc3oc2=O)s1	5.7	-2.5	2.5	-4.1	7.2	12.8	-7.7	0.1	-0.5
49	Cn1ccnc1Sc1nc(Nc2cccc(Cl)c2)nc(N2CCOCC2)n1	3.1	16.3	25.6	-12.9	-7.3	9.7	.	.	-0.5
50	CN(c1ccc(C(=O)N2CCN(c3ccccc3F)CC2)cc1)S(=O)(=O)c1ccccc1	-16.2	-6.3	3.5	5.5	.	1.9	-12.1	-0.5	0.1
51	CCc1ccc(NC(=O)CCn2ccnc2C)cc1	-1.9	-4.9	2.2	-9.9	9.0	14.6	18.7	-1.5	-1.6
52	COc1ccc(S(=O)(=O)N(C)CC(=O)NC2CC2)cc1OC	-13.3	-1.9	4.3	-2.5	-2.1	1.8	10.7	0.2	0.5
53	Cn1c(=O)c2c(nc(CN3CCN(C(=O)c4ccco4)CC3)n2CC(=O)C(C)(C)C)n(C)c1=O	6.1	8.8	2.7	-0.8	-10.6	4.9	-1.1	3.1	-0.5
54	CC1=C(C(N)=O)C(c2ccc(Cl)cc2Cl)n2ncnc2N1 (stereo not drawn)	11.6	13.8	2.9	-4.5	-3.6	.	8.1	1.0	2.4
